Assay outcomes as filed in PubChem.
L3MBTL1 block: qHTS Assay for the Inhibitors of L3MBTL1; Lethal(3)malignant brain tumor-like protein 1 (Homo sapiens), Q9Y468; AlphaScreen L3MBTL1–H3K9me1 peptide binding; Potency, µM (doses to about 57.1 µM), for inactives: top-dose activity, negative = inhibition, usual class: inhibitors; 230,000 tested, 0.66% active; AID 485360, 2010; further: potency means the concentration at half of the fitted maximal effect; on the % scale 0 is the no-effect control and ±100 the full control effect; nearly all actives have a fitted effect of over 60% in size
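AlphaScreen assay: L3MBTL1 (50 nM final) was preincubated 30 min at room temperature with biotinylated H3(1-15)K9me1 peptide (75 nM final), then 30 min with library compounds; streptavidin donor and nickel chelate acceptor beads (10 ug/mL final) added, 30 min dark.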
NPSR antag: qHTS Assay for Antagonists of the Neuropeptide S Receptor: cAMP Signal Transduction; Potency, µM (series often up to 38.3 µM), for inactives: at the highest dose activity change, negative = inhibition, usual class: inhibitors; CHO-NPSR cells, cAMP TR-FRET, antagonist mode; Q6W5P4; AID 1461, 2008; 220,000 tested, 1% active; further: potency means the concentration at half of the fitted maximal effect; on the % scale 0 is the no-effect control and ±100 the full control effect; nearly all actives have a fitted effect of over 50% in size; many of its hits are not listed in these tables
Target sequence (Q6W5P4 whole entry, looked up): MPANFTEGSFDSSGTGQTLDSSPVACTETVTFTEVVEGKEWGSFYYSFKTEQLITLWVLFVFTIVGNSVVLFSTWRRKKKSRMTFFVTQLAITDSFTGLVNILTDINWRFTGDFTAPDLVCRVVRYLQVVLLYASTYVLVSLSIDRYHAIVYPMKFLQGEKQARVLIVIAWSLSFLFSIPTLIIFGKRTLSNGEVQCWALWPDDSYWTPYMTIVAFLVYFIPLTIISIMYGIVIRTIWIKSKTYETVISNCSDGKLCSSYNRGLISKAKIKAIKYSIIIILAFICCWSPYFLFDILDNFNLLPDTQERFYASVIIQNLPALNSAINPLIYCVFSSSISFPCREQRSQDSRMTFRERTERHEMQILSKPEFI
HttQ103 aggreg: qHTS Multiplex Assay to Identify Dual Action Probes in a Cell Model of Huntington: Aggregate Formation (GFP). PC12 HttQ103-GFP aggregates, Acumen cytometry, 40 h. Potency, µM (series often up to 46.1 µM), without a hit: at the highest dose activity change, negative = inhibition, usual class: inhibitors. 220,000 tested, 1.1% active. AID 1688, 2009; further: potency means the concentration at half of the fitted maximal effect; on the % scale 0 is the no-effect control and ±100 the full control effect; nearly all actives have a fitted effect of over 60% in size
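Aggregate formation scored by laser-scanning cytometer (488 excitation, 500–530 emission) in lysed PC12 cells expressing Q103-GFP after 100 nM tebufenozide induction; library tested in dose series, with ATPLite reagent added in the multiplex.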
IMPase Li inh: qHTS Assay for Identifying the Cell-Membrane Permeable IMPase Inhibitors: Potentiation with Lithium | 210,000 tested, 0.35% active | Potency, µM (series often up to 59.4 µM), for inactives: at the top dose activity, negative = IMPase inhibition, hits mostly inhibitors | CHO-M1 cells, IP1 TR-FRET (IP-One), carbachol + lithium | AID 1457, 2008;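 further: IP1 builds up when IMPase is blocked and the TR-FRET signal falls; potency means the concentration at half of the fitted maximal effect; plate controls were basal vehicle for no effect and high inhibitor control for full effect; nearly all actives have a fitted effect of over 50% in size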
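Lithium-sensitised IP1 accumulation assay; M1-expressing CHO cells treated 30 min at 37C with compound. Competitive antibody detection by time-resolved FRET followed a 10 min room-temperature lysis step.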
Luc counter: Counterscreen for Luciferase (Kinase-Glo TM) Inhibition; Luciferin 4-monooxygenase (Photuris pensylvanica), Q27757; Kinase-Glo luciferase, ATP luminescence, 8 min; Potency, µM (doses to about 38.3 µM), inactives show top-dose activity change, negative = inhibition, hits mostly inhibitors; 200,000 tested, 0.28% active; further: potency means the concentration at half of the fitted maximal effect; on the % scale 0 is the no-effect control and ±100 the full control effect; nearly all actives have a fitted effect of over 60% in size
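Substrate mix (final 50 mM imidazole pH 7.2, 50 mM KCl, 7 mM MgCl2, 10 uM ATP, 0.01% Tween 20, 0.05% BSA) plus pin-tool compound, then Kinase-Glo detection mix; 8 min ambient, luminescence read.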
CBFb RUNX1 block: qHTS Assay for Compounds Blocking the Interaction Between CBF-beta and RUNX1 for the Treatment of Acute Myeloid Leukemia; AlphaScreen CBFb-His/RUNX1-biotin binding, biochemical; 230,000 tested, under 10 active; Runt-related transcription factor 1 (Homo sapiens) + Core-binding factor subunit beta …; Potency, µM (doses to about 59.8 µM), inactives show top-dose activity, negative = inhibition, actives largely listed as inhibitors; further: % of control where 0% means no effect
Target sequence (Q01196 whole entry, looked up): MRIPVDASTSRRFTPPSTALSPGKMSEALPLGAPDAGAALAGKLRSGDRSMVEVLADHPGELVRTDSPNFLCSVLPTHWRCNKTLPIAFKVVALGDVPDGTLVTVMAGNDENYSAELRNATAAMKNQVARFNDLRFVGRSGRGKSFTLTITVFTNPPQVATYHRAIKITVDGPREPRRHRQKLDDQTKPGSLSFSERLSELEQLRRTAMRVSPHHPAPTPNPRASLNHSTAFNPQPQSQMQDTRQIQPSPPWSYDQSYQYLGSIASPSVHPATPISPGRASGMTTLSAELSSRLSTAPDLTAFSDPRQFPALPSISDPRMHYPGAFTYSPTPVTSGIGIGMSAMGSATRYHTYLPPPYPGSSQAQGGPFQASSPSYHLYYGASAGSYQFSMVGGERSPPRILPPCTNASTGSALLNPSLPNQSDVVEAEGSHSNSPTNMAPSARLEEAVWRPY
Target sequence (Q13951 whole entry, looked up): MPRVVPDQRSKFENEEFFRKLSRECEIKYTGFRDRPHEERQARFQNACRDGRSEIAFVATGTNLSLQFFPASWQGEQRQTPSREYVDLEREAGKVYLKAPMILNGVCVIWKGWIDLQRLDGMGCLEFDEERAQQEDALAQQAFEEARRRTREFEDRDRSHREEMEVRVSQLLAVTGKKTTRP
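CBF-beta (His) and RUNX1 (biotin), 30 nM each; 20 min preassociation; + compound, 15 min; + beads 50 ng each (Ni, streptavidin), 90 min; RT; AlphaScreen read.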
Epigenetic reg: Quantitative High-Throughput Screen for Regulators of Epigenetic Control; murine LDR cells, GFP reporter derepression, 30 h; Potency, µM (series often up to 53.9 µM), for inactives: at the highest dose GFP activation, actives largely listed as activators; 280,000 tested, 0.2% active; AID 1865, 2009; further: potency means the concentration at half of the fitted maximal effect; % of control where 0% means no effect; nearly all actives have a fitted effect of over 60% in size
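GFP-positive cell count by laser-scanning cytometry (objects 20–120 um) after 30 h, 37 C compound exposure of murine LDR cells; reporter is CMV-GFP integrated at a silenced locus, inducible by HDAC or DNMT inhibitors.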
An asterisk follows results filed as active; ? = inconclusive; . = no result given; [ ] = another dose, or the depositor's remark. The call rests on the fitted dose curve; in most records, active means well fitted curve in the direction sought with a large enough effect; inconclusive means small, poorly fitted or top-dose-only effect, or another doubt; inactive means no such curve, though single readings can be large; an effect the other way counts as inactive or inconclusive. These rows are one share of the data; rates above refer to the full screens.

SMILES	L3MBTL1 block	NPSR antag	HttQ103 aggreg	IMPase Li inh	Luc counter	CBFb RUNX1 block	Epigenetic reg
CCOc1ccccc1OCCCCCc1c(C)n[nH]c1C	6%	-12%[46.1 µM]	?	2%[38.3 µM]	-3%	-4%	0.0%
O=C(C1CCCN(S(=O)(=O)c2ccccc2)C1)N1CCCc2ccccc21 (configuration not stated)	-3%	-13%[46.1 µM]	?	19%	-4%	13%	5.8%
O=C(CSc1ncnc2c1oc1ccccc12)Nc1nccs1	15%	?	-14%[9.22 µM]	?	.	7%	-0.9%
O=C(/C=C/c1ccco1)NC(=S)Nc1ccc(N2CCCC2)cc1	?	-30%	18%	-5%	-1%	?	1.0%
CCOC(=O)/C(=C\C=C1/Sc2cc(OCC)c(OCC)cc2N1CC)C(C)=O	-13%	-31%	?	24%	0%	3%	5.6µM*
COc1ccc(CN2CCCCCC2)c(C)c1C	-3%	-5%[46.1 µM]	-4%	7%	2%	4%	7.0%
O=C1CC(/C=C/c2ccccc2)(C(=O)NC2CCCC2)N1c1ccc(S(=O)(=O)N2CCCC2)cc1 (configuration not stated)	9%	-16%	-4%	0%	7%	-3%	-1.0%
CSc1cccc(CN2CCCC(CNC(=O)c3ccc(F)cc3)C2)c1 (configuration not stated)	-3%	7%	-21%[9.22 µM]	10%	-1%	4%	-0.7%
COc1cc2ccccc2cc1C(=O)NC(=S)Nc1cccc(C(=O)O)c1	-22%	-19%	12%[9.22 µM]	0%	2%	?	-0.8%[10.1 µM]
CCCN1CCN(CCCNC(=O)CCNC(=O)Cn2ccc3ccccc3c2=O)CC1	.	-5%[46.1 µM]	?	18%[38.3 µM]	-2%	3%	1.9%
Fc1cc(F)cc(NC(=S)N2CCN(c3ncccn3)CC2)c1	-8%	-19%	-8%[9.22 µM]	4%	1%	-4%	-1.3%
COc1ccc(/C=N/NC(=O)c2cc(-c3cccnc3)nc3ccccc23)c(OC)c1	.	-25%	11%	5%	-3%	6%	1.6%
Cc1cc(Cl)c(S(=O)(=O)N2CCSCC2)cc1OCC(N)=O	-4%	-5%[46.1 µM]	?	20%[38.3 µM]	7%	-4%	-1.1%
Clc1ccc(C2=CSC3=NCCN23)cc1Cl	-4%	16%[46.1 µM]	2%	19%[38.3 µM]	2%	-1%	0.9%
CC(C)OC(=O)c1cccc(-c2ccc(C=O)o2)c1	2%	-10%	-5%	-16%	-1%	-3%	2.1%

Arranged by SMILES length (lowest first): some entries from above.
SMILES	L3MBTL1 block	NPSR antag	HttQ103 aggreg	IMPase Li inh	Luc counter	CBFb RUNX1 block	Epigenetic reg
COc1ccc(CN2CCCCCC2)c(C)c1C	-3%	-5%[46.1 µM]	-4%	7%	2%	4%	7.0%
Clc1ccc(C2=CSC3=NCCN23)cc1Cl	-4%	16%[46.1 µM]	2%	19%[38.3 µM]	2%	-1%	0.9%
Cc1cc(Cl)c(S(=O)(=O)N2CCSCC2)cc1OCC(N)=O	-4%	-5%[46.1 µM]	?	20%[38.3 µM]	7%	-4%	-1.1%
O=C(/C=C/c1ccco1)NC(=S)Nc1ccc(N2CCCC2)cc1	?	-30%	18%	-5%	-1%	?	1.0%
CCCN1CCN(CCCNC(=O)CCNC(=O)Cn2ccc3ccccc3c2=O)CC1	.	-5%[46.1 µM]	?	18%[38.3 µM]	-2%	3%	1.9%

The listing continues:
SMILES	L3MBTL1 block	NPSR antag	HttQ103 aggreg	IMPase Li inh	Luc counter	CBFb RUNX1 block	Epigenetic reg
O=C(CN1CCC(N2CCCCC2)CC1)N1CCCc2ccccc21	.	9%[46.1 µM]	18%	16%[38.3 µM]	-2%	1%	-0.5%
CCOn1c(=O)c[n+]([O-])c2ccccc21	0%	7%	-15%	2%	0%	14%	10µM*
CCOC(=O)c1c(CSCc2ccccc2)oc2ccc(O)c(CN(C)C)c12	-23%	?	17%[9.22 µM]	.	.	-7%	2.5%
CCOC(=O)N1CCC(NC(=O)c2ccc3nc(N4CCOCC4)sc3c2)CC1	-19%	0%	3%	9%	1%	2%	1.0%
O=C(NCC1CCCO1)C1CCN(S(=O)(=O)c2cccnc2)CC1 (configuration not stated)	-1%	3%[46.1 µM]	19%	-8%[38.3 µM]	-4%	4%	1.0%
CC(=O)c1cccc(NC(=O)NCc2ccccn2)c1	-13%[11.4 µM]	-4%[46.1 µM]	4%	23%[38.3 µM]	-2%	6%	0.0%
COc1ccc(OC)c(NC(=O)c2c3c(nc4ccccc24)CCC3)c1	-6%	-26%[46.1 µM]	8%	-12%[38.3 µM]	0%	-9%	0.8%
O=C(Nc1ccccc1)Oc1cccc(Br)c1	8%	18%	-28%[9.22 µM]	.	.	2%	-1.0%
N/C(=N\c1nc2c(c(=O)[nH]1)CCC2)Nc1ccccc1C(F)(F)F	0%	2%[46.1 µM]	13%	-36%[38.3 µM]	-5%	0%	0.0%
COc1cc2c(cc1NC(=O)CSc1ccc(Cl)cc1)oc1ccccc12	12%	-27%	-3%	-3%	6%	-3%	1.1%
CSc1nc2sc3c(c2c(=O)n1C1CCCCC1)CCN(C)C3	-2%	3%[46.1 µM]	11%	18%	4%	18%	0.9%
Cn1c(CSc2ncccn2)nnc1SCC(=O)N1CCCc2ccccc21	-5%	1%[46.1 µM]	-3%	-6%[38.3 µM]	-2%	-1%	-1.1%
Cc1oc2ccc(O)cc2c1C(=O)OC(C)C	5%	-1%[46.1 µM]	-15%	8%	-4%	-1%	-1.2%
O=c1ccc(Oc2nc(N3CCOCC3)nc(N3CCOCC3)n2)nn1-c1ccccc1	.	-10%[46.1 µM]	12%	5%[38.3 µM]	-4%	-16%	-1.7%
Cc1ccc2nc(-c3ccc(NC(=O)CN4C(=O)c5ccccc5C4=O)cc3)sc2c1	5%	-56%	-2%	?	-2%	7%	1.0%
O=C(CCc1ccc(O)cc1)c1c(O)cc(O)cc1O[C@@H]1O[C@H](CO)[C@@H](O)[C@H](O)[C@H]1O	.	.	.	6%	1%	8%[21.7 µM]	-2.2%
CSc1nc2sc3c(c2c(=O)n1CC(C)C)CC(C)(C)OC3	-7%	52%	4%[9.22 µM]	.	.	7%	2.5%
CCCN1CNc2c(c(=O)[nH]c(=S)n2-c2ccc(Cl)cc2)C1	.	-3%	-6%	-5%	4%	0%	-2.1%
Cc1ccc(-n2c(SCC(=O)N/N=C/c3c(C)nn(-c4ccccc4)c3C)nc3ccccc3c2=O)cc1	6%	-44%	18%	3%	-3%	2%	0.0%
Cc1cccc(N2CCN(C(=O)CCNC(=O)Cn3ccc4ccccc4c3=O)CC2)c1C	-7%	-12%[46.1 µM]	-12%	4%[38.3 µM]	-5%	2%	-1.1%
Cn1c(CNC(=O)Nc2cccc(Cl)c2)nnc1SCc1ccccc1	2%	-11%[46.1 µM]	-14%	-10%[38.3 µM]	1%	1%	0.0%
Cc1cc([N+](=O)[O-])ccc1NC(=O)C[n+]1ccc(N(C)C)cc1	-3%	1%	16%[9.22 µM]	11%	-4%	1%	-0.1%
Cc1cc2nc(-c3ccco3)cc(C(F)(F)F)n2n1	31%[activator]	7%[46.1 µM]	9%	27%[38.3 µM]	2%	5%	-0.8%
Cn1c(-c2ccccc2)cnc1SCc1nc2ccccc2c(=O)[nH]1	-14%	-3%[46.1 µM]	-9%	33%[activator]	-15%	-3%	0.1%
CCCNC(=O)/C=C/c1ccc(S(=O)(=O)Nc2ccccc2OC)cc1	5%	-23%	7%	6%	1%	0%	-0.3%
COC(=O)c1ccc(CN2C(=O)NC3(CCCCC3)C2=O)cc1	.	8%	?	3%	2%	7%	1.6%
C=CCNC(=O)c1c2c(nc3ccccc13)-c1ccccc1CC2	2%	1%[46.1 µM]	5%	5%[38.3 µM]	-8%	2%	2.9%
CN(C)S(=O)(=O)c1cccc(C(=O)NCCc2ccccc2)c1	-5%	2%[46.1 µM]	-11%	6%[38.3 µM]	1%	-4%	4.3%
O=S(=O)(Nc1ccc(S(=O)(=O)Nc2nccs2)cc1)c1ccc2c(c1)OCCO2	.	-21%[46.1 µM]	?	14%[38.3 µM]	-4%	2%	1.8%
Cc1ccc(-n2ccnc2SCC(=O)N(CC(C)C)C2CCS(=O)(=O)C2)c(C)c1 (configuration not stated)	-4%	-9%[46.1 µM]	15%	11%[38.3 µM]	0%	2%	-1.2%
COc1ccccc1NC(=O)CSc1nnc(C2CCCCC2)n1C	-1%	12%[46.1 µM]	0%	15%[38.3 µM]	0%	1%	-4.5%
c1ccc(-c2[nH]ncc2-c2nc3ccccc3[nH]2)cc1	.	-1%[46.1 µM]	-22%	1%[38.3 µM]	-3%	4%	-1.0%
COc1cc(C(O)CO)ccc1OS(=O)(=O)O (configuration not stated)	6%	-5%[46.1 µM]	.	38%[activator]	-5%	-7%	-0.2%
CCCCOCC(O)CN1CCN(C(C)=O)CC1 (configuration not stated)	-2%	9%[46.1 µM]	-10%	.	.	-1%	-1.0%
Cc1cccc(Oc2nc3ccccn3c(=O)c2/C=C(\C#N)C(=O)NC2CCS(=O)(=O)C2)c1 (configuration not stated)	8%	-3%	17%	0%	-1%	-5%	-0.3%
O=C(NCc1cccs1)c1cnc(Cl)c(Cl)c1	11%	-4%	3%	4%	1%	6%	1.4%
